# Assay outcomes (PubChem BioAssay)
# sdo1 growth: sdo1-depleted yeast growth rescue | S. cerevisiae sdo1-depleted JHY4D growth rescue, OD600 30 h; stronger effect = higher value; pdr5 snq2 efflux-pump mutant strain | AID 817 | z-score at 10 µM | 140,000 tested, 0.21% active;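 active = z-score above 3 at both the 24 hr and the 30 hr optical density reads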;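 also: z-score against mean and SD of all compound wells on the same plate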
# Insulin prom inh: TRM-6 insulin promoter activity inhibition. TRM-6 cells (human fetal islet line), insulin promoter-eGFP reporter, imaging; reporter expression induced with tamoxifen. AID 1273. inhibition, % at 2 µM. 130,000 tested, 0.9% active;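 active = inhibition above the mean plus 3 SD, with well images judged a real hit on visual review, cut at about 60% in these data, passing the limit was not always enough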
# sdo1 growth Rescue 24 h: recorded beside sdo1 growth, whose call it bears; z-score; S. cerevisiae sdo1-depleted JHY4D growth rescue, OD600; measured here: growth rescue at 24 h;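 0 is the plate mean of compound wells and units are plate SD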
# * hit, by the source's call; i = inactive; nt = not tested or not shown. These rows are one share of the data, so the mix of outcomes need not match the whole.
nr	SMILES	sdo1 growth	sdo1 growth Rescue 24 h	Insulin prom inh
1	Cc1ccc(C)c(N2CCN(C(=O)C3CCCCN3S(=O)(=O)c3ccc(F)cc3)CC2)c1 (configuration not stated)	-1.1	-0.52	-68
2	COc1ccc(/C=C(/CC(=O)Nc2ccc(C)cc2)c2nc3ccccc3s2)cc1	-0.91	0.43	-13
3	Cc1[nH]nc(SCC(=O)N2CCC(C)CC2)c1[N+](=O)[O-]	0.01	-0.02	-46
4	Cn1c(=O)n(C)c2cc([N+](=O)[O-])c(N3CCN(C(=O)c4ccc(Cl)cc4)CC3)cc21	0.55	-0.8	nt
5	COc1ccc(S(=O)(=O)N2CCCN(CC(=O)C(C)(C)C)CC2)cc1	1.4	1.4	-30
6	COc1cc(C=O)ccc1OC(=O)c1ccncc1	nt	nt	24
7	O=C(O)c1ccccc1C(=O)NNc1ccc(Cl)cc1	-1.1	0.45	28
8	O=C(CNS(=O)(=O)c1ccccc1)N/N=C\c1ccc(Cl)cc1	1.3	1.1	nt
9	COc1ccc(S(=O)(=O)N2CCN(C3CCN(Cc4ccccc4)CC3)CC2)cc1	1.4	1.5	-12
10	CCc1sc(C(=O)NC)cc1Br	0.42	0.23	31
11	O=c1c2ccccc2nc2ccc(NCc3cccs3)nn12	nt	nt	7
12	Cc1ccc2[nH]c(=O)c(C(c3nnnn3Cc3ccccc3)N3CCc4ccccc43)cc2c1 (configuration not stated)	-0.85	-1.2	-121
13	COC(=O)CCC(=O)N1CCOCCOCCN(C(=O)CCC(=O)OC)CCOCCOCC1	0.56	0.49	33
14	CCNC(=O)N(C(=O)NCC)n1c(C)nnc1C	0.06	-0.37	nt
15	COc1ccc2c(c1)OC/C(=C/c1cccs1)C2=O	-0.93	-0.42	nt
16	N#Cc1cc2cc3c(cc2nc1N1CCCCC1)OCCO3	-1.5	-0.71	-26
17	CSc1nc(-c2ccc(Cl)cc2)nn1C(=O)c1ccco1	0.16	-0.19	83*
18	COC(=O)c1ccccc1Oc1ccc(NC(=O)C(C)(C)CCl)cc1	nt	nt	-100
19	Cc1nc(SCC(=O)Nc2cc(C)on2)c2c(=O)n(C)c(=O)n(C)c2n1	0.37	0.68	nt
20	CCCc1c(O)nc(SCCN(CCC)CCC)[nH]c1=O	0.05	-0.03	-22
21	CCOC(=O)c1cnn(-c2cccc(Cl)c2)c1N	0.61	0.13	nt
22	CCC(Sc1nc2cc3c(cc2c(=O)n1Cc1ccco1)OCO3)C(=O)Nc1ccccc1OC (configuration not stated)	0.47	1.3	12
23	Cc1cc(C)c(NC(=O)Cn2cnc3c(oc4ccccc43)c2=O)c(C)c1	nt	nt	38
24	Cc1nc2ccccn2c1C(=O)N/N=C/c1ccc2c(c1)OCO2	0.3	-0.6	5
25	O=C(N/N=C/c1c[nH]c2ccccc12)C1COc2ccccc2O1 (configuration not stated)	0.83	0.63	nt
26	CCCCOCCCNC(=O)c1ccc2c(c1)OCO2	-0.33	-0.62	nt
27	COc1cccc(C(=O)Cn2c(N3CCOCC3)nc3c2c(=O)n(C)c(=O)n3C)c1	0.6	0.86	23
28	CCn1c(-c2ccco2)nc2ccccc21	1.1	0.3	42
29	CCOC(=O)c1[nH]c2ccc(OC)cc2c1NC(=S)N1CCN(c2ccc(F)cc2)CC1	-0.64	-0.15	nt
30	Cc1nc2ccccn2c1C(=O)NCc1cccnc1	1.4	0.8	15

# A second format for some results above.
# Order of values – sdo1 growth	sdo1 growth Rescue 24 h	Insulin prom inh
(6) COc1cc(C=O)ccc1OC(=O)c1ccncc1
  nt	nt	24
(12) Cc1ccc2[nH]c(=O)c(C(c3nnnn3Cc3ccccc3)N3CCc4ccccc43)cc2c1 (configuration not stated)
  -0.85	-1.2	-121
(7) O=C(O)c1ccccc1C(=O)NNc1ccc(Cl)cc1
  -1.1	0.45	28

# Following part
nr	SMILES	sdo1 growth	sdo1 growth Rescue 24 h	Insulin prom inh
31	CN(C)S(=O)(=O)c1ccc(C(=O)NCC2(N3CCCCC3)CCCCC2)cc1	nt	nt	-40
32	Cc1cccc(Cc2cnc(NC(=O)C3=NCCN3)s2)c1	nt	nt	7
33	CC(=O)Nc1ccc(NS(=O)(=O)c2cccc3ccccc23)cc1	0.41	-0.09	28
34	COc1ccc(C(c2nnnn2CS(=O)(=O)c2ccc(C)cc2)N2CCN(c3ncccn3)CC2)cc1 (configuration not stated)	0.59	0.67	73
35	Cc1nnc(OCc2nc3ccccc3n2C)c2ccccc12	-1	-0.7	-45
36	Cc1ccccc1-c1nc(-c2ccc(NC(=O)c3ccc(Br)o3)cc2)no1	-1.7	0.35	-14
37	O=C(c1ccc(F)cc1)N1CCN(C(=O)c2ccc([N+](=O)[O-])cc2)CC1	nt	nt	43
38	CC[n+]1c(/C=C/Nc2ccccc2)sc2ccccc21	0.84	-0.67	nt
39	CN(C)/C=C1\N=C(c2ccc(Cl)cc2Cl)OC1=O	-0.71	-0.49	23
40	O=C(CCC(=O)OCC(=O)c1ccc(Br)cc1)Nc1ccc(Br)c2cccnc12	0.36	0.69	-3
41	Cc1ccc(CNC(=O)CCCn2c(=O)c3ccccc3n(CC(=O)NC3CCCC3)c2=O)cc1	1.4	1.3	34
42	CCOC(=O)CC(=O)CSc1nc2c(C)c(C)ccc2cc1C	-0.23	0.71	-30
43	CC(C)NS(=O)(=O)c1ccc(CCC(=O)NCc2ccco2)cc1	-0.04	-0.84	-12
44	O=C(Nc1ccccc1SCC1CSc2nc3ccccc3c(=O)n21)c1ccccc1 (configuration not stated)	0.87	0.29	-123
45	Cc1cc(NC(=O)C2CC(=O)N(c3ccccc3)C2)no1 (configuration not stated)	0.97	0.47	nt
46	COc1ccc(OC)c(C(C)NC(=O)c2ccco2)c1 (configuration not stated)	0.66	0.12	nt
47	Cn1c(=O)c2cc(S(=O)(=O)NCCC(=O)NCCc3ccc(Cl)cc3)ccc2n(C)c1=O	1.3	1.4	-64
48	CCNC(=S)N/N=C/c1ccc(OCCOc2ccccc2C)cc1	-0.26	-0.07	19
49	COC(=O)[C@@H](NC(=O)NCc1ccccc1Cl)C(C)C	0.22	0.28	25
50	COc1nc(-c2ccccc2)ccc1-c1noc(-c2cccs2)n1	nt	nt	39
51	O=C(COC(=O)c1cnc(Cl)c(Cl)c1)NCc1ccc2c(c1)OCO2	-0.5	-1.1	13
52	Cc1cc(C(=O)Nc2cccc3ccccc23)n(-c2ccccc2)n1	nt	nt	13
53	COc1ccc(C)cc1S(=O)(=O)N1CCN(Cc2ccccc2)CC1	-0.66	-0.99	-11
54	CCOC(=O)N1CCC(N2C(=O)c3ccccc3C2Nc2ccc(S(=O)(=O)N3CCCCC3)cc2)CC1 (configuration not stated)	nt	nt	18
55	CCCCC(=O)NC(Nc1cc(C)ccn1)(C(=O)OCC)C(F)(F)F (configuration not stated)	-0.33	-0.89	nt
56	COC(=O)C1CCN(S(=O)(=O)c2cn(C)c(=O)n(C)c2=O)CC1	-0.19	-0.97	nt
57	O=C(NCC1CCCO1)C1CCN(C(=O)c2ccc(Br)cc2)CC1 (configuration not stated)	1.8	0.73	69
58	O=C(CSc1nnc(-c2cccnc2)n1C1CCCCC1)NC1CCCCC1	0.51	-0.34	12
59	COCCCNC(=O)COc1ccc(S(=O)(=O)Nc2ccccc2)cc1	0.04	-0.19	-12
60	COc1cccc(C(=O)Nc2ccc(NC(=O)c3ccco3)c(Cl)c2)c1	nt	nt	35

# Some of the entries so far, with two lines to a compound.
# Screens in order – sdo1 growth, sdo1 growth Rescue 24 h, Insulin prom inh
43	CC(C)NS(=O)(=O)c1ccc(CCC(=O)NCc2ccco2)cc1
 : -0.04, -0.84, -12
55	CCCCC(=O)NC(Nc1cc(C)ccn1)(C(=O)OCC)C(F)(F)F (configuration not stated)
 : -0.33, -0.89, nt
22	CCC(Sc1nc2cc3c(cc2c(=O)n1Cc1ccco1)OCO3)C(=O)Nc1ccccc1OC (configuration not stated)
 : 0.47, 1.3, 12
47	Cn1c(=O)c2cc(S(=O)(=O)NCCC(=O)NCCc3ccc(Cl)cc3)ccc2n(C)c1=O
 : 1.3, 1.4, -64
35	Cc1nnc(OCc2nc3ccccc3n2C)c2ccccc12
 : -1, -0.7, -45
34	COc1ccc(C(c2nnnn2CS(=O)(=O)c2ccc(C)cc2)N2CCN(c3ncccn3)CC2)cc1 (configuration not stated)
 : 0.59, 0.67, 73
21	CCOC(=O)c1cnn(-c2cccc(Cl)c2)c1N
 : 0.61, 0.13, nt

# (continued)
nr	SMILES	sdo1 growth	sdo1 growth Rescue 24 h	Insulin prom inh
61	COC(=O)C(C)NC(=O)C12CC3CC(CC(C3)C1)C2 (configuration not stated)	0.27	-0.18	-6
62	Cc1ccccc1NC(=O)c1ccc(CN2CCC(Cc3ccccc3)CC2)cc1	-0.72	-1.1	6
63	O=C(c1cc(Cl)cc(Cl)c1)N1CCOCC1	-0.31	0.22	87*
64	CCOC(=O)Oc1ccc2c(=O)c(Oc3cccc(C)c3)coc2c1	-0.06	0.13	-10
65	Cc1ccc2[nH]c(C)c(CCNC(=O)C3CCCCC3C(=O)OCC(F)(F)F)c2c1 (configuration not stated)	-0.25	-0.6	-8
66	Cc1nnc(SCC(=O)Nc2ccc(-c3nc4ccccc4s3)cc2)s1	2	1.9	41
67	Cc1ccc(N(C(=O)Cn2nnc3ccccc32)C(C(=O)NC2CCCCC2)c2cn(C)nc2C)cc1 (configuration not stated)	-0.39	-1.3	nt
68	NC12NC(=O)C3(O)C4C5CC(C6C5C3C61)C42 (configuration not stated)	nt	nt	-27
69	CCN(CCO)C(=S)Nc1cc(C(=O)OC)ccc1C(=O)OC	0.08	-0.42	-3
70	O=C(COC(=O)c1ccccc1)Nc1cc(Cl)ccc1Oc1ccccc1	0.03	-0.41	nt
71	CCN1CCN(Cc2c(O)ccc3c2O/C(=C\c2ccc(C)cc2)C3=O)CC1	nt	nt	17
72	Cc1ccccc1NS(=O)(=O)c1cc(C(=O)NCc2ccco2)ccc1C	0.01	-0.16	20
73	COc1ccc(NC(=O)C2CCN(C(=O)NC3CCCCC3)CC2)c(OC)c1	-0.73	-0.71	-25
74	COc1cc(NC(=O)CN(c2cc(C)cc(C)c2)S(=O)(=O)c2c(C)noc2C)cc(OC)c1	-0.97	0.15	nt
75	CCOC(=O)CN1CC23C=CC(O2)C(C(=O)Nc2ccc(C(C)=O)cc2)C3C1=O (configuration not stated)	0.92	0.93	nt
76	Cc1cc(C(F)(F)F)n2nc(C(=O)O)c(Cl)c2n1	0.17	-0.05	-15
77	S=C(NCc1ccco1)Nc1cccc(Cl)c1	0.46	-0.46	-52
78	CCC(C)NCCCCOc1ccc(Cl)cc1C (configuration not stated)	-0.38	0.7	-14
79	Fc1ccc2nc(Nc3ccccc3)sc2c1	nt	nt	17
80	COc1ccccc1C(=O)Nc1ccc(N2CCCCC2)cc1	0.61	2	-25
81	CCOC(=O)CSc1nc(-c2ccccc2)nc2c1oc1ccccc12	1.1	2.1	10
82	COc1cc2c(cc1NC(=O)COc1ccccc1OC)oc1ccccc12	-0.42	1.8	-3
83	COc1ccccc1NC(=O)CCCC(=O)OCC(F)(F)C(F)F	-0.01	0.04	46
84	COc1ccc(C(=O)NCCc2nnc(SCC(=O)Nc3ccccc3)n2C)cc1	0.11	0.72	-92
85	O=C(ON=C1CCN(S(=O)(=O)c2ccccc2)CC1)c1ccccc1	-0.89	-1.1	-8
86	CCNc1nc(ON=C(C)C)nc(N(C)C)n1	0.86	0.71	10
87	O=C(CCC(=O)NC1CCCCC1)N/N=C/c1ccncc1	nt	nt	29
88	O=C(CCSc1nnnn1-c1ccccc1)N1CCOCC1	-0.01	-0.68	2
89	Cc1ccc(C2CC2C(=O)NNC(=S)Nc2ccc(Cl)cc2)cc1 (configuration not stated)	-1.6	-1.3	i
90	CC(=O)N1CCc2cc(S(=O)(=O)CCC(=O)Nc3cccc(F)c3)ccc21	0.19	-0.23	-67
91	CCOC(=O)CC(NC(=O)c1ccco1)c1ccccc1Cl (configuration not stated)	0.26	0.77	-79
92	CCOC(=O)c1cnc(C(C)(C)C)[nH]c1=O	1	0.42	73
93	CC1(C)CC(=O)C=C(N2CCNCC2)C1	-0.12	-0.27	nt
94	CCCCSCCCNC(=O)Nc1cccc(OC)c1	-0.39	-0.41	29
95	COC(=O)c1ccccc1NC(=O)CSc1nnc(-c2cccc(NC(C)=O)c2)n1C	-0.26	-0.68	15
96	Cc1ccc2nc(Cl)c(CN(Cc3cccs3)C(=O)C3CC3)cc2c1	-1.2	-0.16	22
97	N#Cc1c2n(c3c(=O)[nH]cnc13)CCCC2	-0.84	-1.6	-6
98	O=C(O)c1ccc2nc(C(F)(F)F)[nH]c2c1	1.5	1.4	38
99	Cn1nnnc1SCC(=O)Nc1ccccc1-c1ccccc1	0.32	0.54	-11
100	C/C(=N\NC(=O)C1CC1(C)c1ccccc1)c1ccco1 (configuration not stated)	-0.08	-0.53	nt
101	CCCCCCCNC(=O)CC(NS(=O)(=O)c1ccc(NC(C)=O)cc1)C(C)C (configuration not stated)	1.2	-0.76	-50
102	C/C=C(/C)C(=O)O[C@@H]1c2c(ccc3ccc(=O)oc23)O[C@@H]1C(C)(C)OC(C)=O	-0.49	-0.17	33
103	Cc1cc(SCC(=O)N(C)C2CCS(=O)(=O)C2)nc2c(C)cccc12 (configuration not stated)	nt	nt	5
104	CC(=O)Nc1ccc(NC(=S)NC(=O)c2cc3ccccc3o2)cc1	1.4	2.4	-11
105	Cc1nc2ccc(S(=O)(=O)NCC(=O)N3CCC(C)CC3)cc2s1	-0.11	1	27
106	Cc1cc(C(=O)CN2C(=O)C(=O)N(C3CCCC3)C2=O)c(C)n1-c1ccc(F)cc1	nt	nt	2
107	O=C(N/N=C1\CCCc2ccccc21)c1ccc([N+](=O)[O-])cc1Cl	-0.16	-0.7	11
108	CS(=O)(=O)NCCNc1ccc(Cl)cc1[N+](=O)[O-]	nt	nt	-14
